Screening results: PubChem BioAssay, National Center for Advancing Translational Sciences (NCATS)
PTHR1 agonist – PTHR1 (human) receptor agonism; Potency, µM (highest dose often 115 µM), inactives show at the highest dose activation, usual class: activators; Q03431; 410,000 tested, 0.075% active; HEK293 GP2 PTHR1 cells, GloSensor cAMP luminescence, 1 h; note: potency is the fitted concentration of half-maximal effect; nearly all actives have a fitted effect of over 55% in size; some results filed as inactive show a strong effect at the top dose; inactives centre near -15; many of its hits are not listed in these tables
Target sequence (Q03431 whole entry, looked up): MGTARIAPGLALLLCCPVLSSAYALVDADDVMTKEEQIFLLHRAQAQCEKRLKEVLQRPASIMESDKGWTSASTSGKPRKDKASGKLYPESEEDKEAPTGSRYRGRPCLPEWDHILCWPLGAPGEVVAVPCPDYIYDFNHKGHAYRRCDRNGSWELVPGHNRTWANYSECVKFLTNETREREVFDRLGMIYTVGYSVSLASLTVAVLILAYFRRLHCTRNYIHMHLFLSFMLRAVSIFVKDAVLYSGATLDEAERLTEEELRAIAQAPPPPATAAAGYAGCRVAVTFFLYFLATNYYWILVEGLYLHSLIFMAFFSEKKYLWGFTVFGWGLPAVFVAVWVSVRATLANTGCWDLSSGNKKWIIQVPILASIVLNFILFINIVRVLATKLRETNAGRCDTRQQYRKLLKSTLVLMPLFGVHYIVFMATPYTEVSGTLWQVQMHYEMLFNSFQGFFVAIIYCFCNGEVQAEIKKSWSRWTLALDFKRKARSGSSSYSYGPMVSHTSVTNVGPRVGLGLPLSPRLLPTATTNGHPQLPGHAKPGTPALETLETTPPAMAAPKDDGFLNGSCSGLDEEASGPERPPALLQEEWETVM
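HEK-293-derived GP2 cells expressing PTHR1 and a GloSensor cAMP reporter, 3,000/well, plated overnight, given luciferin plus IBMX (each 0.5 mM as added) for 1 h at 37 °C, then compound for 1 h at 37 °C. Luminescence was read after 15 min at room temperature.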
GLP-1R inv ag – GLP-1 receptor (human) inverse agonism; HEK293 GLP-1R CRE-luciferase, luminescence, 24 h; GLP-1R form is constitutively active; AID 624417; P43220; 410,000 tested, 1.6% active; Potency, µM (doses to about 38.3 µM), without a hit: at the top dose activity change, negative = inhibition, usual class: inhibitors; note: potency is the fitted concentration of half-maximal effect; % is set by controls: 0 for no effect and ±100 for the full control effect; nearly all actives have a fitted effect of over 55% in size
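Cells are plated, allowed 12 hours at 37 deg C, then treated with compounds for 24 hr before luciferase detection reagent is added and luminescence is read after 12 min at room temperature. The HEK293 line carries constitutively active GLP-1R with a cAMP-responsive reporter.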
KB-V1 MDR tox – kills drug-selected multidrug resistant KB-V1 cells; Potency, µM (doses to about 46.1 µM), for the others: top-dose activity change, negative = cytotoxicity, most hits filed as cytotoxic; KB-V1 MDR cells viability, CellTiter-Glo, 72 h; 400,000 tested, 3.4% active; note: potency is the fitted concentration of half-maximal effect; % is set by controls: 0 for no effect and ±100 for the full control effect; nearly all actives have a fitted effect of over 60% in size
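Following 72 h at 37 degrees C with compound, KB-V1 cell viability was read by CellTiter-Glo luminescence, medium being phenol-red-free DMEM plus 10% FBS; concentration-response parameters came from normalized, curve-fitted qHTS data.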
aSyn yeast inh – rescues yeast growth from alpha-synuclein toxicity; Yeast expressing alpha-synuclein, growth rescue, BacTiter-Glo, 24 h; Potency, µM (series often up to 46.1 µM), for inactives: at the top dose growth rescue (activation), usual class: activators; 370,000 tested, 0.14% active; AID 652106; note: potency is the fitted concentration of half-maximal effect; % of control where 0% means no effect; nearly all actives have a fitted effect of over 65% in size
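Galactose-induced alpha-syn yeast (OD600=0.02, raffinose-pregrown) + pinned cpd, 24 hr, 30 deg C; growth by BacTiter-Glo luminescence. Growth restoration scores as activation.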
GLP1R cytotox – cytotoxic in the GLP-1 receptor inverse agonist counter-screen. HEK293 cAMP-luciferase reporter cells, luminescence, 24 h. Potency, µM (doses to about 38.3 µM), for inactives: top-dose activity change, negative = inhibition, actives largely listed as inhibitors. 410,000 tested, 0.13% active;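 note: loss of luciferase light is scored as toxicity; potency is the fitted concentration of half-maximal effect; % is set by controls: 0 for no effect and ±100 for the full control effect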
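Here, cytotoxicity is scored as loss of luminescence. The MLSMR collection was tested on cells seeded in medium containing 10% Nu serum, with a 24 hr compound exposure preceded by 12 hours of culture.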
TDP43 rescue – inhibitors of TDP-43 toxicity in yeast | TDP-43 expressing yeast growth rescue, BacTiter-Glo, 24 h | Potency, µM (doses to about 46.1 µM), without a hit: at the top dose growth rescue (activation), hits mostly activators | 410,000 tested, 1.8% active; note: potency is the fitted concentration of half-maximal effect; % of control where 0% means no effect; nearly all actives have a fitted effect of over 50% in size
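Cell-based yeast growth screen: TDP-43 expression induced in galactose, inoculum OD600=0.02 after raffinose pregrowth to mid-log. Read-out BacTiter-Glo luminescence at 24 hr, 30 deg C; inhibition of toxicity seen as signal increase.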
DRD3 antagonist – D3 dopamine receptor (human) antagonism | 360,000 tested, 2.5% active | AID 652054 | D3R cells, DiscoveRx beta-arrestin luminescence, antagonist mode; active compounds read low | max response, negative = inhibition, % | P35462; in the data active = max response below about -50%; inconclusive = no clear call, values can overlap the other calls; note: % is set by controls: 0 for no effect and ±100 for the full control effect; mostly tested at two doses, the higher about 12 µM
Target sequence (P35462 whole entry, looked up): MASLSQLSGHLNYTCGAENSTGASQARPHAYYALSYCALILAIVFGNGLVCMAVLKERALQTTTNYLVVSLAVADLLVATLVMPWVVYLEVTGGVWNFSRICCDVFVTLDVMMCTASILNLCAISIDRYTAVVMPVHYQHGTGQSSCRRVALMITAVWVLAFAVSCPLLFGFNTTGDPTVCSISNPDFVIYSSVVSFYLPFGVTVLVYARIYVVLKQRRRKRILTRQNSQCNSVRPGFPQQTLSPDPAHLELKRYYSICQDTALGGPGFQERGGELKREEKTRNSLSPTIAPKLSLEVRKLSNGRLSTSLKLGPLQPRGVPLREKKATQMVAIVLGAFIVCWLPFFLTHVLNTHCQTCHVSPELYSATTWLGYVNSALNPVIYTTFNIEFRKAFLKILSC
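Cells expressing the human receptor were seeded at 1500 cells/well, incubated overnight at 37 degrees C in 5% CO2, then exposed to library compounds with dopamine controls for 90 minutes at 37 degrees C before luminescent detection.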
DRD3 agonist – agonists of human D3 dopamine receptor; P35462; D3R DiscoveRx beta-arrestin cells, luminescence, 90 min; max activation, %; 410,000 tested, 0.58% active; in the data active = max activation above about 30%; note: 0% is about no effect; mostly tested at two doses, the higher about 12 µM
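Agonist-mode cell screen: cells plated at 1500/well and incubated overnight at 37 °C, then exposed to library compounds for 90 min at 37 °C. Detection reagent was added for 30–60 min at room temperature, and luminescence was read.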
GLP-1R agonist – GLP-1 receptor (human) agonism | P43220 | HEK293 GLP-1R CRE-luciferase, luminescence, 4-6 h; cells express a hypersensitive GLP-1R form | Potency, µM (series often up to 45.6 µM), for the others: top-dose activation, usual class: activators | 380,000 tested, 0.007% active | AID 624172; note: potency is the fitted concentration of half-maximal effect; % of control where 0% means no effect
* = called active by the depositor; i = inactive; ? = inconclusive; / = not tested or not shown; & = joins results of further samples; [ ] = dose if it differs, or a comment. Unless noted, calls come from the whole dose curve; as a rule, active = well fitted curve in the direction sought with a large enough effect; inconclusive = small, poorly fitted or top-dose-only effect, or another doubt; inactive = no such curve, though single readings can be large; an effect the other way counts as inactive or inconclusive. These rows are one share of the data; count on the stated rates, not on these rows.

Keys: A = PTHR1 agonist; B = GLP-1R inv ag; C = KB-V1 MDR tox; D = aSyn yeast inh; E = GLP1R cytotox; F = TDP43 rescue; G = DRD3 antagonist; H = DRD3 agonist; I = GLP-1R agonist
COc1ccc(C2(CNC(=O)C(=O)Nc3ccc(C)cc3)CCOCC2)cc1
  A = -6%; B = -2%; C = ?; D = 0%; E = -4%; F = 24%; G = 1; H = 0; I = 8%

COc1ccccc1C(=O)COC(=O)c1nc(Cl)ccc1Cl
  A = i; B = 9%; C = ?; D = 14%; E = 8%; F = ?; G = 6; H = 6; I = 9%

C[C@H](CO)N1C[C@H](C)[C@@H](CN(C)S(=O)(=O)c2cccc(F)c2)Oc2ncc(Br)cc2C1=O
  A = -26%; B = -4%; C = -5%; D = -2%; E = 3%; F = 3%; G = ?; H = -7; I = -1%

O=C(CC(=O)N/N=C/c1c(Cl)cccc1Cl)NCc1cccnc1
  A = i; B = 16%; C = -9%; D = -1%; E = 9%; F = -1%; G = -25; H = -11; I = -5%

COc1cccc(CCc2nnc(CCC(=O)NC(C)Cc3cccs3)o2)c1 (stereo unspecified)
  A = -1%; B = -15%; C = 1%; D = -2%; E = 3%; F = 9%; G = -15; H = 1; I = -2%

CCC(CNC(=O)c1c(C)nn(-c2ccccc2)c1Cl)c1ccccc1 (stereo unspecified)
  A = -28%; B = ?; C = -11%; D = 15%; E = -6%; F = -25%; G = -21; H = 1; I = 19%

Cc1ccc(NC(=S)NC2CC3CCC(C2)N3Cc2ccco2)cc1C (stereo unspecified)
  A = i; B = -14%; C = 7%; D = 0%; E = -7%; F = -12%; G = -23; H = -21; I = -3%

O=C(CN1CCOCC1)N1N=C(c2cccs2)CC1c1cccs1 (stereo unspecified)
  A = i; B = 7%; C = -30%; D = 5%; E = -2%; F = 0%; G = 8; H = -1; I = 0%

O=C(CCCCC(=O)OC1CCCCC1)OC1CCCCC1
  A = -73%[inhibitor]; B = 6%; C = 2%; D = -15%; E = 2%; F = -24%; G = -9; H = -8; I = 1%

CCSc1nnc(-c2ccc(S(=O)(=O)N3CCOCC3)cc2)n1CC1CCCO1 (stereo unspecified)
  A = ?; B = 0%; C = ?; D = -2%; E = 6%; F = -11%; G = -26; H = 0; I = 14%

COc1ccc(O)c(C(=O)c2cc(C(=O)NCCc3ccccc3)c(=O)n(CCc3ccccc3)c2)c1
  A = -8%; B = ?; C = 2.1µM*; D = 1%; E = 7%; F = ?; G = 7; H = -2; I = 7%

C[C@@H]1CN([C@H](C)CO)C(=O)CCCn2cc(nn2)CO[C@H]1CN(C)C(=O)c1ccc(N2CCN(C)CC2)cc1
  A = 21%; B = 1%; C = -8%; D = -3%; E = 6%; F = 4%; G = 0; H = -9; I = 2%

COc1ccc(N2CCN(C(=O)C3COc4ccccc4O3)CC2)cc1 (stereo unspecified)
  A = 22%[57.5 µM]; B = 0%; C = -24%; D = 1%; E = -21%; F = 24%; G = 13; H = 1; I = 0%

Fc1cccc(Cl)c1CNCc1ccccc1Cl
  A = 11%[57.5 µM]; B = ?; C = 13%; D = -4%; E = 11%; F = -20%; G = -15; H = -10; I = 28%

CCc1c(C)c(C#N)c2[nH]c3ccccc3n2c1=S
  A = -33%[inhibitor]; B = -16%; C = 7.3µM*; D = -17%; E = 5%; F = ?; G = 5; H = 2; I = 4%

CCc1nnc(SCC(=O)Nc2ccccc2Cl)nc1CC
  A = -4%&-4%; B = 6%&40%; C = ?; D = 12%; E = 2%&-12%; F = ?; G = -23; H = -7&-2; I = 31%

CC(Sc1nc2c(c(=O)[nH]1)CCCC2)C(=O)Nc1ccc(Br)cn1 (stereo unspecified)
  A = i; B = 6%; C = -1%; D = -3%; E = 0%; F = -3%; G = 2; H = -2; I = 2%

CC(C)Sc1ncc(Cl)c(C(=O)N(Cc2ccc(F)cc2)C2CCS(=O)(=O)C2)n1 (stereo unspecified)
  A = -12%; B = 16%; C = 6%; D = /; E = 5%; F = 15%; G = /; H = 5; I = /

CCc1nc2ccccc2[nH]c1=O
  A = i; B = 19%; C = ?; D = -11%; E = -20%; F = -3%; G = -2; H = -2; I = 20%

O=C(CCCC(=O)N(c1cccc(F)c1)C(C(=O)NC1CCCC1)c1ccc(O)cc1)Nc1ccccn1 (stereo unspecified)
  A = 11%; B = 3%; C = -4%; D = -5%; E = -7%; F = 4%; G = -5; H = 7; I = 6%

O=C(CO/N=C/c1c(Cl)cccc1Cl)NNC(=O)c1cccc(Cl)c1
  A = -15%; B = -15%; C = -3%; D = 13%; E = -6%; F = 2%; G = -3; H = -7; I = 5%

NS(=O)(=O)OCC(Cc1ccccc1)N1C(=O)c2ccccc2C1=O (stereo unspecified)
  A = -40%[inhibitor]; B = -4%; C = ?; D = 5%; E = -4%; F = 11%; G = 8; H = 18; I = 0%

CC(C)CN(CC(C)C)S(=O)(=O)N1CCC(C(=O)NCc2cccnc2)CC1
  A = i; B = 8%; C = -26%; D = 11%; E = 6%; F = 1%; G = -3; H = 1; I = 1%

CC(C)(C)OC(=O)N1Cc2cc3ccccc3nc2C1
  A = -37%[inhibitor]; B = -7%; C = ?; D = 1%; E = -1%; F = 2%; G = 1; H = 11; I = 15%

COc1ccc2[nH]c(=O)c(CN(C3CCCCC3)C(c3nnnn3Cc3ccco3)C(C)C)cc2c1 (stereo unspecified)
  A = -24%; B = 0%; C = 12µM*; D = 13%; E = -11%; F = 25%; G = -14; H = 3; I = 13%

CCOc1cccc(C(=O)Nc2ccc(NC(=O)c3ccccc3)c(C)c2)c1
  A = i; B = -28%; C = -7%; D = 1%; E = -3%; F = 5%; G = 5; H = -2; I = 14%

O=S1(=O)CC2SC(=S)N(Cc3ccccc3)C2C1 (stereo unspecified)
  A = -1%; B = 25%; C = ?; D = 5%; E = 0%; F = -3%; G = 0; H = 6; I = 1%

COc1ccc(NC(=O)CN(C)C(=O)C(CCSC)NC(=O)c2ccccc2)cc1 (stereo unspecified)
  A = i; B = -6%; C = -8%; D = 0%; E = ?; F = 5%; G = 6; H = 5; I = 12%

CC(=O)NCc1nc2ccccc2n1Cc1ccccc1F
  A = i; B = 1%; C = -6%; D = -2%; E = -9%; F = 10%; G = -3; H = 9; I = -5%

Cc1c(C)n(CCCN(C)C)c2ncnc(Nc3ccc(F)cc3)c12
  A = i; B = ?; C = 5%; D = -1%; E = 0%; F = 10%; G = -22; H = -8; I = 3%

O=C(O)CCCc1nc(-c2ccc(Cl)cc2)no1
  A = -3%[57.5 µM]; B = -20%; C = 0%; D = 1%; E = 8%; F = ?; G = 12; H = 1; I = -8%

CCN(Cc1ccccc1)S(=O)(=O)c1ccc(F)cc1
  A = -19%; B = -24%; C = -2%; D = 7%; E = 10%; F = 17%; G = -3; H = 5; I = -2%

CCN1C(=O)C(Cc2nc3ccccc3c(=O)n2C)c2ccccc21 (stereo unspecified)
  A = -5%; B = -1%; C = ?; D = 1%; E = 0%; F = 1%; G = ?; H = 2; I = 3%

Cc1cc(S(=O)(=O)NCc2ccccc2)ccc1OCC(=O)NCc1ccccn1
  A = -17%; B = 5%; C = ?; D = -3%; E = -5%; F = 0%; G = -16; H = -9; I = -2%

CCOc1ccc(S(=O)(=O)N2CCN(Cc3ccco3)CC2)cc1
  A = i; B = 5%; C = ?; D = 3%; E = 0%; F = 13%; G = 7; H = 2; I = -2%

CCN=C1S/C(=C\c2ccc(O)c(OCC)c2)C(=O)N1CC
  A = -18%; B = -11%; C = 18µM*; D = -2%; E = -8%; F = ?; G = 7; H = 5; I = 0%

Cc1nc(SCC(=O)Nc2nccs2)c(C#N)c(C)c1C
  A = -34%[inhibitor]; B = ?; C = 0%; D = -10%; E = 60%[activator]; F = 15%; G = -12; H = 0; I = -3%

COc1cccc(=O)c2c(C)n(-c3cc(C)cc(C)c3)c(C)c12
  A = -22%[57.5 µM]; B = ?; C = -4%; D = -1%; E = 24%; F = ?; G = -65*; H = 6; I = 1%

Cn1c(=O)oc2cc(S(=O)(=O)N3CCCC(C(=O)NC4CCCc5ccccc54)C3)ccc21 (stereo unspecified)
  A = -14%; B = ?; C = ?; D = -5%; E = 1%; F = 0%; G = -22; H = 0; I = 6%

CCCCn1nnnc1C(c1cc2ccccc2o1)N(CCC#N)Cc1ccccc1 (stereo unspecified)
  A = 8%; B = ?; C = -3%; D = 8%; E = 2%; F = -11%; G = -53*; H = -12; I = -3%

CCC1CN(C(=O)NCc2ccc(F)cc2)c2cc(Cl)ccc2O1 (stereo unspecified)
  A = -51%[inhibitor]; B = 10µM*; C = ?; D = 10%; E = 2%&3%; F = 17%&11%; G = 17; H = -4&6; I = 5%

O=C(CN1CCCCCC1)Nc1ccccc1
  A = i; B = -19%; C = 8%; D = -1%; E = -3%; F = -12%; G = -22; H = -5; I = 10%

CCOC(=O)c1cc(-c2ccc(N3CCOCC3)cc2)nn1-c1ccccc1C(=O)O
  A = i; B = 24%; C = -3%; D = -3%; E = -6%; F = 0%; G = -10; H = 2; I = 6%

COC(=O)[C@@]12CCCCN1[C@H](c1ccc(-c3ccc(OC)cc3)cc1)[C@H]1C(=O)N(C)C(=O)[C@H]12
  A = -7%; B = -19%; C = ?; D = 2%; E = 11%; F = -10%; G = 11; H = 9; I = 0%

For reference, two of the compounds above.
Keys: A = PTHR1 agonist; B = GLP-1R inv ag; C = KB-V1 MDR tox; D = aSyn yeast inh; E = GLP1R cytotox; F = TDP43 rescue; G = DRD3 antagonist; H = DRD3 agonist; I = GLP-1R agonist
CCOc1cccc(C(=O)Nc2ccc(NC(=O)c3ccccc3)c(C)c2)c1
  A = i; B = -28%; C = -7%; D = 1%; E = -3%; F = 5%; G = 5; H = -2; I = 14%

O=S1(=O)CC2SC(=S)N(Cc3ccccc3)C2C1 (stereo unspecified)
  A = -1%; B = 25%; C = ?; D = 5%; E = 0%; F = -3%; G = 0; H = 6; I = 1%
